TDP43 rescue = qHTS of TDP-43 Inhibitors; Potency, µM (titrated, usually from 46.1 µM), for the others: at the top dose growth rescue (activation), usual class: activators; TDP-43 expressing yeast growth rescue, BacTiter-Glo, 24 h; 410,000 tested, 1.8% active; note: potency is the fitted concentration of half-maximal effect; % of control where 0% means no effect; nearly all actives have a fitted effect of over 50% in size
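Cell-based yeast growth screen: TDP-43 expression induced in galactose, inoculum OD600=0.02 after raffinose pregrowth to mid-log. Read-out BacTiter-Glo luminescence at 24 hr, 30 deg C; inhibition of toxicity seen as signal increase.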
aSyn yeast inh = qHTS of alpha-syn Inhibitors; Yeast expressing alpha-synuclein, growth rescue, BacTiter-Glo, 24 h; Potency, µM (highest dose often 46.1 µM), for the others: top-dose growth rescue (activation), most hits filed as activators; 370,000 tested, 0.14% active; note: potency is the fitted concentration of half-maximal effect; % of control where 0% means no effect; nearly all actives have a fitted effect of over 65% in size
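Rescue of yeast growth: cells expressing toxic alpha-synuclein, induced in galactose at OD600 0.02, incubated with compound 24 h at 30 C. ATP luminescence quantified growth; inhibitors of toxicity appear as activators.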
GLP1R cytotox = qHTS of GLP-1 Receptor Inverse Agonists: Cytotox Screen; HEK293 cAMP-luciferase reporter cells, luminescence, 24 h; Potency, µM (top dose mostly 38.3 µM), inactives show at the highest dose activity change, negative = inhibition, actives largely listed as inhibitors; 410,000 tested, 0.13% active;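 note: loss of luciferase light is scored as toxicity; potency is the fitted concentration of half-maximal effect; % is set by controls: 0 for no effect and ±100 for the full control effect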
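Here, cytotoxicity is scored as loss of luminescence. The MLSMR collection was tested on cells seeded in medium containing 10% Nu serum, with a 24 hr compound exposure preceded by 12 hours of culture.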
pAkt inh = HTS Assay for Inhibitors of Akt Phophorylation: Primary Screen; Neuro2A IGF-stimulated pAkt S473 HTRF, 20 min; stronger effect = lower value; activity change, % for hits at 50 µM; 360,000 tested, 0.32% active; AID 651550, 2012; in the data active = activity change below about -80%; inconclusive = mostly about -51% to -80%; note: % is set by controls: 0 for no effect and ±100 for the full control effect
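Neuro2A cells (4,500/well, DMEM with 0.5% FBS) were treated with compound at a single 50 µM final concentration, stimulated with 6 nM IGF for 20 min at 37 °C, and lysed. Phospho-Akt Ser473 was read by HTRF as 665/615 ratio ×10^4.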
FUS suppressor = qHTS for Suppressors of FUS Proteinopathy: Primary screen using FUS-linked yeast assay; S. cerevisiae FUS-expressing, growth rescue, OD600, 24 h; Potency, µM (titrated, usually from 76.6 µM), for the others: at the highest dose growth rescue (activation), most hits filed as activators; 390,000 tested, 0.24% active; AID 1347120, 2019;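 note: potency is the fitted concentration of half-maximal effect; plate controls were DMSO vehicle for no effect and reference control for full effect; nearly all actives have a fitted effect of over 55% in size; some results filed as inactive show a strong effect at the top dose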
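Cultures pregrown in 2.5% raffinose medium are shifted to minimal medium containing 2% galactose to express toxic FUS. Compounds are tested at several concentrations. After 24hr at 30C, growth is quantified at 600 nm absorbance.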
GLP1R inv ag = qHTS of GLP-1 Receptor Inverse Agonists (Inhibition Mode); Glucagon-like peptide 1 receptor (Homo sapiens), P43220; HEK293 GLP-1R CRE-luciferase, luminescence, 24 h; GLP-1R form is constitutively active; Potency, µM (series often up to 38.3 µM), inactives show at the highest dose activity change, negative = inhibition, most hits filed as inhibitors; 410,000 tested, 1.6% active; AID 624417, 2012; note: potency is the fitted concentration of half-maximal effect; % is set by controls: 0 for no effect and ±100 for the full control effect; nearly all actives have a fitted effect of over 55% in size
Target sequence (P43220 whole entry, looked up): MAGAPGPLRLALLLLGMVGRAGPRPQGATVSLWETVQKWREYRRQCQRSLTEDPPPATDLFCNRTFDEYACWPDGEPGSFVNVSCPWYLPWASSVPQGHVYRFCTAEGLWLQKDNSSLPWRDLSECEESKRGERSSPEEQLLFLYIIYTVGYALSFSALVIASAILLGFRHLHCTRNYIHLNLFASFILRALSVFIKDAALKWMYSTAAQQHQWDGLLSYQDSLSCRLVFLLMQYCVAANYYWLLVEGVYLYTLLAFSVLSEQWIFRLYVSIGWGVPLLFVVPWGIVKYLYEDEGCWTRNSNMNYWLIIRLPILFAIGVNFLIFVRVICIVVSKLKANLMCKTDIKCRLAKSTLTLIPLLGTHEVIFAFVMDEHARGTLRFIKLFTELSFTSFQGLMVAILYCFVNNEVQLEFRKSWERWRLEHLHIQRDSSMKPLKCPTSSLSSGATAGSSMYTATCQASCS
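HEK293 cells stably co-expressing constitutively active GLP-1R and a cAMP-responsive luciferase reporter were seeded in DMEM with 10% Nu serum, given compounds after 12 h, and incubated 24 h at 37 deg C. Luminescence was then read.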
Abeta yeast res = qHTS for compounds that reverse cellular toxicity of Amyloid beta (A-beta) peptide in yeast: Primary Screen; 410,000 tested, 0.063% active; Potency, µM (highest dose often 46.1 µM), inactives show at the highest dose growth rescue, hits mostly activators; yeast expressing A-beta42, growth rescue, OD600, 48 h; response scale: 0% DMSO, 100% iron-clioquinol control; note: potency is the fitted concentration of half-maximal effect; nearly all actives have a fitted effect of over 55% in size
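Yeast growth medium received pinned compounds, then yeast cells expressing toxic A-beta were added; plates incubated at 30 C for 48 hr. Growth read as absorbance at 600 nm, normalized to DMSO and equimolar FeCl3 plus clioquinol controls.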
Mm-Cpn inhibitor = Inhibitors of TCP-1 ring complex (TRiC) of Methanococcus maripaludis (MmCpn): qHTS; purified Mm-Cpn ATPase, ADP Transcreener TR-FRET; 330,000 tested, 0.031% active; Potency, µM (series often up to 76.9 µM), inactives show at the top dose activity, negative = inhibition, actives largely listed as inhibitors; AID 504842, 2011; note: potency is the fitted concentration of half-maximal effect; % is set by controls: 0 for no effect and ±100 for the full control effect; nearly all actives have a fitted effect of over 80% in size
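Inhibition of chaperonin ATP hydrolysis is measured as reduced ADP production, detected by competitive TR-FRET in which signal falls with ADP. Final enzyme 25 nM and ATP 10 uM, reacted 30 min at 37°C.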
PTHR1 ag = qHTS for PTHR1 Agonists: Primary Screen; Parathyroid hormone/parathyroid hormone-related peptide receptor (Homo sapiens), Q03431; HEK293 GP2 PTHR1 cells, GloSensor cAMP luminescence, 1 h; Potency, µM (series often up to 115 µM), for the others: top-dose activation, actives largely listed as activators; 410,000 tested, 0.075% active; AID 743266, 2014; note: potency is the fitted concentration of half-maximal effect; nearly all actives have a fitted effect of over 55% in size; some results filed as inactive show a strong effect at the top dose; inactives centre near -15; many of its hits are not listed in these tables
Target sequence (Q03431 whole entry, looked up): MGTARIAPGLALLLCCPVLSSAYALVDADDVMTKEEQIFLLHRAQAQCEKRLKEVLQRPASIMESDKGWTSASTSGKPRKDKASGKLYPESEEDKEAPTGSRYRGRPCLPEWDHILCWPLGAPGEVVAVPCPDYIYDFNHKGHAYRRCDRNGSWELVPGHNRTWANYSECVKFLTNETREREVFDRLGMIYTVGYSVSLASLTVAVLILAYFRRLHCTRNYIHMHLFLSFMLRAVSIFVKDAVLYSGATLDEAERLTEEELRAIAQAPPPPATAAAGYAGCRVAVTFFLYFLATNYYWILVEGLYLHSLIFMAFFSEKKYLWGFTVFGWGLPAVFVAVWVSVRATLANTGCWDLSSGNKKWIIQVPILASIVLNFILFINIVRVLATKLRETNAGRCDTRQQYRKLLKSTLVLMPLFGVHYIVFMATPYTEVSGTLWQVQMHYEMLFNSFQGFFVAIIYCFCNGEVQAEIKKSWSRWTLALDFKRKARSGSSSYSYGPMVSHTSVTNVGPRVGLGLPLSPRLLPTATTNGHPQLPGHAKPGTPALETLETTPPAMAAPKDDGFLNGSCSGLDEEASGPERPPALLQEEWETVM
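HEK-293-derived GP2 cells expressing PTHR1 and a GloSensor cAMP reporter, 3,000/well, plated overnight, given luciferin plus IBMX (each 0.5 mM as added) for 1 h at 37 °C, then compound for 1 h at 37 °C. Luminescence was read after 15 min at room temperature.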
Active calls of the source: *; i = inactive; ? = inconclusive; nt = not tested or not shown; & = joins results of further samples; [ ] = another dose, or the depositor's remark. Unless noted, calls come from the whole dose curve; as a rule, active = well fitted curve in the direction sought with a large enough effect; inconclusive = small, poorly fitted or top-dose-only effect, or another doubt; inactive = no such curve, though single readings can be large; an effect the other way counts as inactive or inconclusive.

SMILES | TDP43 rescue | aSyn yeast inh | GLP1R cytotox | pAkt inh | FUS suppressor | GLP1R inv ag | Abeta yeast res | Mm-Cpn inhibitor | PTHR1 ag
CCN(CC)S(=O)(=O)c1ccc(OC)c(NS(=O)(=O)c2ccc(F)cc2)c1 | -20% | -3% | 12% | i | 11% | 0% | -10% | -3% | i
N/C(=N\OC(=O)c1ccc2c(c1)OCO2)c1cccc(Br)c1 | 6.3µM* | -38%[inhibitor] | -9% | i | 2% | 56%[activator] | -29% | -6% | -92%[inhibitor]
Cc1ccc(NC(=O)COC(=O)c2cc(=O)c3ccccc3o2)c(Br)c1 | 0% | -2% | 2% | i | 14% | 7% | -8% | -1% | ?
Cc1ccccc1CN(c1ccc(C(=O)N2CCCC2)cc1)S(C)(=O)=O | -10% | 6% | 1% | i | 5% | 10% | 24% | 2% | -1%[57.5 µM]
COc1ccc(C2=NOC(C(=O)NC3CCCCC3)C2)cc1OC (configuration not stated) | -2% | 4% | -9% | i | 9% | 16% | 12% | 1% | i
Cc1cc(N2CCCC2)nc2c(C)cccc12 | 2% | 1% | 4% | i | 15% | -4% | -11% | 3% | i
COc1ccccc1C(CNC(=O)c1ccc(C)c(S(=O)(=O)N2CCCCC2)c1)N(C)C (configuration not stated) | -2% | -2% | -23% | i | -11% | -12% | -10% | 0% | -19%
O=C(NC1CCC(O)CC1)c1cc(-c2ccc(Cl)cc2)nc2ccccc12 (configuration not stated) | 14% | -4% | 1% | i | -1% | 13% | -19% | -9% | -9%
Cc1ccc(NC(=O)c2cc(=O)[nH]c3ccc(S(=O)(=O)N4CCOCC4)cc23)nc1 | -11% | 6% | 11% | i | 31% | -3% | 13% | -5% | i
CCOc1cc(CN2CCCC(N3CCc4ccccc4C3)C2)ccc1O (configuration not stated) | 20% | 0% | -11% | i | -25% | -19% | 5% | -1% | 17%
CCCc1nnn(S(=O)(=O)c2ccc([N+](=O)[O-])cc2)c1CCC | ? | 10% | -26% | i | nt | 10% | 1% | nt | -7%
CC1(C(=O)NCc2cccc(Cl)c2)Cc2c(-c3cccc(C(N)=O)c3)ccnc2O1 (configuration not stated) | 12% | -4% | -8% | i | 11% | -5% | -10% | nt | -7%
CCC(C)NC(=O)c1ccc(NC(=O)CC2SC(N3CCCC3)=NC2=O)cc1 (configuration not stated) | 0% | 2% | 6% | i | nt | 6% | 2% | -3% | -12%
C=CCn1c(SCC(=O)Nc2cc(C)on2)nc2c([nH]c3ccccc32)c1=O | -1% | -8% | -2% | i | 0% | 12% | 2% | 0% | -2%
CC1(C)C(=O)OC(c2c(F)c(F)c(F)c(F)c2F)C2(CCCCC2)C1=O (configuration not stated) | 2% | -1% | 16% | i | -23% | -22% | 21% | 3% | -17%
NC(=O)NOCc1ccccc1F | -18% | -4% | -2% | i | 10% | 0% | -23% | -5% | i
CCCCCCSc1cc(-c2nc3ccc(C)cn3c2NCc2ccccc2)ccc1OC | -81%&-79%[inhibitor] | -55%&-41%[inhibitor] | -28%&0% | i | ? | ? | -66%&-69%[inhibitor] | -5% | -93%&-18%[inhibitor]
COc1ccc(C(=O)CSc2ccc(-c3ccccc3)nn2)cc1 | 21% | 15% | -2% | i | nt | 16% | -20% | -7% | i
CCCCNC(=O)c1ccc(/C=C2\Oc3ccccc3N(C)C2=O)cc1 | -5% | -4% | -3% | i | 11% | 27% | -4% | 0% | -23%
CCC12CN(S(=O)(=O)c3ccc(C)cc3)CC(CC)(CN(S(=O)(=O)c3ccc(C)cc3)C1)C2=O | 0% | -5% | -3% | i | 24% | 0% | -10% | 1% | -7%[57.5 µM]
CN(C)C(=O)C(=O)c1cccn1-c1cccc(Cl)c1C#N | 0% | -9% | 2% | i | -12% | 14% | -1% | -1% | 20%
Cc1ccc(C(=O)NCC(c2cccnc2)N2CCc3ccccc3C2)cc1C (configuration not stated) | 15% | nt | -7% | nt | -18% | -19% | 8% | nt | -30%
Cc1ccc(C(=O)OCCN2CCN(c3ncc(C(F)(F)F)cc3Cl)CC2)cc1 | -11% | -3% | 20% | i | 26% | ? | 6% | -2% | -7%[57.5 µM]
CCOc1ncccc1C(=O)OCc1nnc(-c2ccccc2)o1 | ? | 1% | 0% | i | 15% | 35%[activator] | 3% | -6% | i
Clc1ccccc1-c1nnc(-c2ccc3c(c2)OCO3)o1 | -17%[1.82 µM] | -1% | 27% | i | 13% | -5% | -10% | 0% | -41%[inhibitor]
Cc1cccc(-n2c(O)c(C=NCCCN3CCOCC3)c3ccccc3c2=O)c1 | 8% | 3% | 6% | -121%* | 15% | 0% | 4% | -1% | i
O=C(CSc1ccc(-c2cccc([N+](=O)[O-])c2)nn1)N1CCCCCC1 | 0% | -2% | 22% | i | 4% | -7% | -7% | 0% | -26%
CC1=C(C(=O)Nc2cc(Cl)ccc2C)C(c2ccccc2F)n2ncnc2N1 (configuration not stated) | 19% | -1% | -5% | nt | -8% | 15% | -12% | nt | i
O=C(OCc1cccc(F)c1)c1cc2ccccc2cc1O | 24% | -10% | 0% | i | -5% | -24% | -3% | 1% | -3%
COc1ccc(C(=O)N/C(=C\c2ccccc2)C(=O)NCc2cccnc2)cc1 | 0% | 0% | -2% | i | 11% | -10% | 8% | -1% | 0%
CCOC(=O)c1[nH]c(C)c(C(=O)OC(C)C(=O)Nc2ncc(Cl)cc2Cl)c1C (configuration not stated) | -1% | 1% | -19% | i | 20% | -13% | -8% | -1% | -33%[inhibitor]
COc1c(C)cccc1C(=O)NCc1ccc2c(c1)OCO2 | 29% | 9% | -12% | i | 6% | -29% | 1% | 1% | i
CCN(CC)S(=O)(=O)c1cc(NC(=O)CN2C(=O)NC(C)(c3ccccc3)C2=O)ccc1C (configuration not stated) | -7% | 1% | -4% | i | 25% | ? | 7% | 2% | i
CCC(C)[C@H](N)c1nnc(SCC(=O)c2ccc(Cl)cc2)o1 (some centres not stated) | -5% | -1% | ? | i | 19% | 0% | ? | 1% | i
CCCCOc1ccc(C2c3c(-c4ccccc4O)n[nH]c3C(=O)N2Cc2ccncc2)cc1OC (configuration not stated) | 10% | nt | -26% | nt | 35% | -20% | 3% | nt | -8%
COc1ccc(-c2nc3ccc(C)cc3c(=O)o2)cc1OC | ? | -1% | 6% | i | -7% | 5% | 4% | 1% | -28%
CC(=O)Nc1ccc(S(=O)(=O)N2CCCC3CCCCC32)cc1 (configuration not stated) | ? | 14% | ? | i | -11% | ? | ? | ? | -93%[inhibitor]
O=C1C2C3C=CC(C3)C2C(=O)N1c1ccccc1OS(=O)(=O)c1ccccc1 (configuration not stated) | 11% | 4% | -6%[1.53 µM] | i | 11% | 8% | 13% | 3% | i
CC(OC(=O)c1ccc2noc(-c3ccccc3)c2c1)C(N)=O (configuration not stated) | -19% | -12% | -2% | i | 29% | 42%[activator] | 1% | -2% | 0%
CC(=O)Nc1ccc(Nc2nnc(-c3ccc(C)c(S(=O)(=O)NCCO)c3)c3ccccc23)cc1 | 14% | ? | 6% | i | -6% | 10% | 1% | -1% | 15%
C[C@@H]1CCCCO[C@H](CN(C)C(=O)CCC(F)(F)F)[C@@H](C)CN([C@H](C)CO)C(=O)c2cc(NC(=O)c3ccncc3)ccc2O1 | 6% | -3% | -4% | i | 16% | 26% | -12% | nt | -22%
O=C(CCn1nc(-c2ccc(F)cc2)ccc1=O)NCc1ccccc1 | 8% | 6% | 5% | i | 4% | -12% | -6% | 1% | i
O=C1CSC(c2ccccc2F)N1c1cc(Cl)ccc1O (configuration not stated) | 20% | 15% | -8% | i | -31% | ? | 5% | -5% | -16%
C=CCNC(=O)c1ccccc1NC(=O)c1ccccc1N(C)S(C)(=O)=O | -6% | 4% | -5% | i | -12% | 4% | -2% | 0% | i
COCc1cc(C)nc2sc(C(=O)Nc3ccc(C(C)=O)cc3)c(N)c12 | 9% | nt | 88%[activator] | nt | 25% | 42%[activator] | -12% | nt | 3%
COc1ccccc1C1=NOC(C(=O)N2CCN(C(=O)c3ccco3)CC2)C1 (configuration not stated) | 8% | -2% | -5% | i | 8% | 2% | 3% | -1% | -7%

Taken from above:
O=C(NC1CCC(O)CC1)c1cc(-c2ccc(Cl)cc2)nc2ccccc12 (configuration not stated) in TDP43 rescue has 14%
COc1ccccc1C(CNC(=O)c1ccc(C)c(S(=O)(=O)N2CCCCC2)c1)N(C)C (configuration not stated) in aSyn yeast inh has -2%
COc1c(C)cccc1C(=O)NCc1ccc2c(c1)OCO2 in GLP1R inv ag has -29%

Assay outcomes from PubChem BioAssay.

An excerpt, so the mix of outcomes need not match the whole.
